tim10-1 inh: tim10-1 yeast growth inhibition; S. cerevisiae tim10-1 ts strain growth, BacTiter-Glo, 24 h; inhibition, % at 20 µM; 330,000 compounds, 2.2% hits; AID 463190;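 active = inhibition of at least 40%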;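 note: mutant grown at 25 °C; 0% = DMSO wells with yeast and 100% = wells holding no yeast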
mIAP activ: mouse IAP activation; muIAP, CDP-Star luminescence, 30 min; stronger effect = higher value; 1 = vehicle-only enzyme signal, 0 = enzyme-free wells; activation factor at 10 µM; 330,000 compounds, 0.24% hits; AID 2805;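 active = activation factor of at least 2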; note: the source names both 10 and 20 µM as test concentration; values of inactives mirror those of a sister screen read the other way
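Assay system: mouse IAP enzyme; reagent: chemiluminescent substrate CDP-Star; dosing: test compounds delivered from DMSO solution; schedule: 30 min at room temperature; measured by: luminescence from enzymatic CDP-Star hydrolysis; controls: DMSO-only wells and no-enzyme negative control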
mIAP inh: mouse IAP inhibition. purified mouse IAP, CDP-Star luminescence, 30 min. inhibition, % at 10 µM. 330,000 compounds, 0.2% hits. AID 2806;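 active = inhibition of at least 40% at 10 µM in the primary screen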;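 note: plate controls were DMSO with enzyme for no effect and no enzyme wells for full effect; values of inactives mirror those of a sister screen read the other way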
ATG4B inh: inhibitors of human ATG4B cysteine protease; Q9Y4P1; ATG4B cleavage of LC3-PLA2, NBD-HPC fluorescence, 1 h; inhibition, % at 8.33 µM; 340,000 compounds, 0.51% hits; AID 504462; in the data active = inhibition above about 40%
Target sequence (Q9Y4P1 whole entry, looked up): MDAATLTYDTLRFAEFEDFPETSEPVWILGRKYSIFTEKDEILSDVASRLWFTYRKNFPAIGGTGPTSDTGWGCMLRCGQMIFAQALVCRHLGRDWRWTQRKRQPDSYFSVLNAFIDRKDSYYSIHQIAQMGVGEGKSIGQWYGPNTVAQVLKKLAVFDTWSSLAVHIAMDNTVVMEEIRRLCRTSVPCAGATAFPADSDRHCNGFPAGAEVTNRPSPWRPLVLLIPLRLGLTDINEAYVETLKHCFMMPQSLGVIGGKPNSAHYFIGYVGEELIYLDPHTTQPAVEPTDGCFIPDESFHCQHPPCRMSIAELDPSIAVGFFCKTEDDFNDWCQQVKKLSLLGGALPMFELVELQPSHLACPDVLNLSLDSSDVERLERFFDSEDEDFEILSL
hIAP block: human IAP inhibition. purified IAP, CDP-Star luminescence, 30 min. AID 2544. P09923. 330,000 compounds, 0.12% hits. inhibition, % at 10 µM;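 active = inhibition reaching a set limit with compound at 10 µM in the primary screen, cut at about 35% in these data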;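 note: plate controls were DMSO wells with enzyme for no effect and no-enzyme buffer wells for full effect; values of inactives mirror those of a sister screen read the other way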
Target sequence (P09923 whole entry, looked up): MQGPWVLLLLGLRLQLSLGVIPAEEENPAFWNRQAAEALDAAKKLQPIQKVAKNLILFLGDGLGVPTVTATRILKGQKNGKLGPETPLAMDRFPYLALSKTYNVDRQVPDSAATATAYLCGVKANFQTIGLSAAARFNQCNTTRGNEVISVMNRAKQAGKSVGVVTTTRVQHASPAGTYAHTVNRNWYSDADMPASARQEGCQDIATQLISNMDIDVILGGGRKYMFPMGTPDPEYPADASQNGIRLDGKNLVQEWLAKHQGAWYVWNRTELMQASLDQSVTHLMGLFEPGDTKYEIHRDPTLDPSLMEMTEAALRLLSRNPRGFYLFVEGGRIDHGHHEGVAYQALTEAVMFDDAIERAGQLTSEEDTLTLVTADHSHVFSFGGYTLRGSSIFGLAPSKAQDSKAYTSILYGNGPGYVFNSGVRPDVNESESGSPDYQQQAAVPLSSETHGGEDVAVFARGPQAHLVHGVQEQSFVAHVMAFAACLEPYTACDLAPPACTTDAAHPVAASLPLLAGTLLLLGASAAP
Apaf-1 inh: inhibitors of human Apaf-1 apoptosome; O14727; reconstituted apoptosome caspase-3 activity, DEVD-Rh110 fluorescence; inhibition, % at 20 µM; 330,000 compounds, 0.71% hits; active = inhibition of at least 40% at 20 µM;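 note: plate controls were DMSO wells for no effect and DEVD-CHO caspase inhibitor wells for full effect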
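Material: reconstituted apoptosome with Apaf-1, cytochrome c, caspase-9, procaspase-3, dATP / Buffer or medium: pH 7.5 Hepes buffer with CHAPS, BSA, DTT / Also added: cytochrome c with DEVD-Rh110 / Schedule: compound with Apaf-1, dATP, procaspase-3 30 min, then 50 min reaction, room temperature / Technique: rhodamine 110 fluorescence at Ex 480/Em 540 nm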
TIM10 inh: TIM10 yeast growth inhibition; S. cerevisiae TIM10 strain growth, BacTiter-Glo luminescence, 24 h; inhibition, % at 10 µM; 330,000 compounds, 1.4% hits; AID 463195;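 active = inhibition of 40% or more at the single tested concentration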;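 note: wild-type TIM10 isogenic control strain grown at permissive 25 °C; 0% = DMSO yeast wells and 100% = minimal medium wells without yeast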
hIAP activ: increases human intestinal alkaline phosphatase activity; purified human IAP, CDP-Star luminescence, 30 min; stronger effect = higher value; 1 = vehicle-only enzyme, 0 = enzyme-free background; activation factor at 10 µM; 330,000 compounds, 0.16% hits; P09923;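 active = activation factor of the enzyme at least 2-fold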; note: the source names both 10 and 20 µM as test concentration; values of inactives mirror those of a sister screen read the other way
NLRP3 yeast inh: blocks the NALP3 inflammasome reconstituted in yeast | 330,000 compounds, 0.39% hits | Yeast reconstituted NLRP3/ASC/caspase-1, beta-gal luminescence, 24 h | AID 2825 | inhibition, % at 10 µM;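 active = inhibition of 50% or more; inactive = inhibition below 50%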;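 note: plate controls were induced DMSO wells for no effect and uninduced yeast grown without galactose for full effect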
Numbers without * were called inactive.

Start of the data: the first 3 compounds, to show the layout:
#	structure	hIAP activ	tim10-1 inh	TIM10 inh	Apaf-1 inh	ATG4B inh	NLRP3 yeast inh	mIAP activ	mIAP inh	hIAP block
1	O=C(O)CCNC(=O)/C(=C\c1ccco1)NC(=O)c1ccco1	1.1	4	-6	1	0	10	1.1	-8	-12
2	CCc1c(O)c(/C(C)=N\O)c(=O)n(-c2ccccc2)c1-c1ccccc1	0.94	11	26	-3	5	-7	1	-4	6
3	CCOc1cc(C2NC(=S)NC(C)=C2C(=O)Nc2ccc(OC)cc2)ccc1O (centres undefined)	0.97	27	16	-11	-1	4	0.89	12	3

This part in full (from the top)
#	structure	hIAP activ	tim10-1 inh	TIM10 inh	Apaf-1 inh	ATG4B inh	NLRP3 yeast inh	mIAP activ	mIAP inh	hIAP block
1	O=C(O)CCNC(=O)/C(=C\c1ccco1)NC(=O)c1ccco1	1.1	4	-6	1	0	10	1.1	-8	-12
2	CCc1c(O)c(/C(C)=N\O)c(=O)n(-c2ccccc2)c1-c1ccccc1	0.94	11	26	-3	5	-7	1	-4	6
3	CCOc1cc(C2NC(=S)NC(C)=C2C(=O)Nc2ccc(OC)cc2)ccc1O (centres undefined)	0.97	27	16	-11	-1	4	0.89	12	3
4	NC(=O)c1nn(-c2ccccc2)nc1NC(=O)CSc1nnnn1-c1ccc(Cl)cc1	0.97	14	12	10	-13	-2	0.94	6	3
5	Cc1ccc(C(=O)NCCNC(=O)COc2ccc(C)c(C)c2)cn1	0.88	7	2	-3	4	18	0.97	3	12
6	COc1ccc([N+](=O)[O-])cc1NC(=O)CSCc1ccc(Br)cc1	0.84	13	22	11	-3	22	0.91	9	16
7	O=C(Nc1c(C(=O)Nc2ccc3c(c2)OCCO3)cnn1-c1ccccc1Cl)c1ccco1	1.1	28	-10	-8	-4	11	1	-1	-5
8	CCC(CO)Oc1cc(NC(=O)c2ccc(Cl)cc2)c2ncn(C(C)C)c2c1 (centres undefined)	0.87	9	-10	12	1	0	1.1	-7	13
9	O=C(Nc1ccc(F)c(Cl)c1)C1CCN(S(=O)(=O)c2cccnc2)CC1	0.9	-13	-5	5	-11	15	1	-1	10
10	CC(=O)Nc1ccc(S(=O)(=O)NCCc2cc3ccc(C)c(C)c3[nH]c2=O)cc1	1	-21	3	-4	-4	15	0.97	2	-1
11	O=C(O)C1CCC(N2C(=O)C3C4CCC(C4)C3C2=O)CC1 (centres undefined)	1.1	-5	-13	3	-3	13	1.1	-5	-12
12	COc1ccc(NC(=O)CCc2c(C)nc3nc(C)nn3c2C)cc1	0.91	12	-1	1	-11	6	1	-2	9
13	O=C(c1c(F)cccc1F)N1CCCC(c2nc(-c3cccs3)no2)C1 (centres undefined)	0.72	-16	11	6	-11	15	1	-1	28
14	CN(C)c1nc(C(=O)NN)nc(N(C)C)n1	0.9	-7	-5	-18	4	14	1.2	-17	10
15	CN1CCCN(S(=O)(=O)c2ccccc2)c2nc3ccccc3nc21	1.1	25	-1	10	-6	11	1	-2	-10

The closing two records of the part above are carried over, then new ones follow:
#	structure	hIAP activ	tim10-1 inh	TIM10 inh	Apaf-1 inh	ATG4B inh	NLRP3 yeast inh	mIAP activ	mIAP inh	hIAP block
14	CN(C)c1nc(C(=O)NN)nc(N(C)C)n1	0.9	-7	-5	-18	4	14	1.2	-17	10
15	CN1CCCN(S(=O)(=O)c2ccccc2)c2nc3ccccc3nc21	1.1	25	-1	10	-6	11	1	-2	-10
16	CCc1cccc(NC(=O)c2cnn(-c3ccccc3)c2C)c1	1	-14	-49	14	-2	59*	1.1	-14	0
17	CCn1cc(C(=O)OCC(=O)Nc2cccc(S(=O)(=O)N3CCOCC3)c2)c(=O)c2ccc(C)nc21	1.1	14	16	11	-3	7	0.94	6	-10
18	C=CCn1c(=N)n(CC(O)COc2ccc(OC)cc2)c2ccccc21 (centres undefined)	0.78	11	4	2	-11	8	0.96	4	22
19	O=S(=O)(Cc1noc(-c2ccccc2Cl)n1)c1ccccn1	0.93	8	13	-27	-5	2	1	-3	7
20	CC1CC(C)CN(S(=O)(=O)c2ccc(Cl)cc2)C1 (centres undefined)	0.72	21	6	-5	8	0	0.93	7	28
21	Cc1ccc(C)c(Nc2ccc(C(=O)NCCc3ccccc3)cn2)c1	1.1	20	13	10	-1	33	1.2	-20	-8
22	COc1ccc(OC)c(-c2csc(CCn3nc(C)cc3C)n2)c1	1.1	9	15	1	-7	24	1	-1	-7
23	CCCN(CC(=O)Nc1ccccc1C)C(=O)C1CCCN(C(=O)c2ccc(Cl)cc2)C1 (centres undefined)	0.93	7	-8	48*	-9	4	0.94	6	8
24	COC(=O)c1[nH]c2ccc(C)cc2c1NC(=O)c1ccccc1[N+](=O)[O-]	1	-1	7	2	0	25	1	-4	-3
25	COCCn1c(SCC(=O)Nc2nc3ccccc3s2)nnc1-c1ccoc1C	0.94	20	-2	13	-1	7	1.1	-7	6
26	CC(=O)c1c(C)nc(-c2ccccc2)nc1NC(=O)Cc1ccccc1	1.1	18	10	0	-7	3	0.9	10	-7
27	CCOC(=O)N1CCC(NC(=O)c2ccc(CO)c(C(=O)NC3CCN(C(=O)OCC)CC3)c2)CC1	1.2	4	0	-16	-4	9	0.92	8	-19
28	COc1cccc(Nc2ncnc3c2cnn3-c2cccc(C)c2)c1	0.98	6	-27	1	1	9	1.2	-19	2
29	O=S(=O)(c1cccc2nonc12)N1CCN(c2ccc(F)cc2)CC1	0.95	0	12	5	1	14	0.96	4	5
30	COc1ccc(Cn2c(-c3ccccc3)nc3c(c(=O)c4ccccc4n3C)c2=O)cc1	1	2	3	20	7	-16	1	-2	-5

Next section.
#	structure	hIAP activ	tim10-1 inh	TIM10 inh	Apaf-1 inh	ATG4B inh	NLRP3 yeast inh	mIAP activ	mIAP inh	hIAP block
31	CC(C)(C)c1nc(SCC(=O)NC2CCCC2)c2ccccc2n1	0.85	0	-5	12	6	9	1.1	-9	15
32	COc1ccc(C(=O)Nc2ccc(C)cc2C(=O)c2ccccc2)c(OC)c1	0.98	11	5	23	-4	20	0.92	8	2
33	Cc1c(N2C(=O)c3cccc4cccc(c34)C2=O)c(=O)n(-c2ccccc2)n1C	1	8	4	-8	-1	6	1	-2	-1
34	CCOC(=O)c1sc(NNC(=O)c2ccc(C)cc2)nc1C	1.7	14	-8	-9	3	4	0.95	5	-65
35	Cc1ccccc1NC(=O)C1Cc2ccccc2CN1C(=O)OCc1ccccc1 (centres undefined)	1.1	39	-1	19	16	4	1.1	-9	-13
36	CCCn1c(C2CCCN2c2nc(-c3ccc(C)cc3)cs2)nc2cc(Cl)c(N3CCCCC3)cc21 (centres undefined)	1.1	5	4	17	-9	10	1.1	-6	-14
37	CCOc1ccc(C(C(=O)NC2CCCC2)N(C(=O)c2snc(C(N)=O)c2N)c2cccc(O)c2)cc1 (centres undefined)	0.96	12	-2	6	13	5	1	-1	4
38	Cc1ccccc1NC(=O)CCN1CCN(Cc2ccccc2)CC1	1	5	-12	2	-5	22	1	-2	-1
39	O=C(N/N=C/c1ccc2c(c1)OCO2)c1cc(-c2ccncc2)nc2ccccc12	0.95	0	13	6	-19	-1	0.9	10	5
40	Cc1cnc(NC(=O)Cc2c[nH]c3ccccc23)s1	0.93	9	14	-14	2	5	0.96	4	7
41	O=c1c(NCCc2ccc(Cl)cc2)c(-c2ccccc2)c1=O	0.98	-6	12	2	-2	5	0.9	10	2
42	CCOC(=O)C1CCCN(S(=O)(=O)c2c(C)[nH]c(C)c2C(=O)N2CCCC2)C1 (centres undefined)	1.2	-7	-1	13	-5	1	1	-1	-16
43	CCCC(=O)Oc1c(S(=O)(=O)c2ccc(C)cc2)c(C)nn1C(C)(C)C	1.1	12	13	-6	6	-1	1	-1	-8
44	COc1ccc(CNC(=O)C2CCCN(S(=O)(=O)c3c(C)n[nH]c3C)C2)cc1 (centres undefined)	0.95	8	9	-2	4	6	0.87	13	5
45	CCCOc1ccccc1NC(=O)Nc1ccccc1Cl	1.1	19	0	-1	5	22	1.2	-24	-7

Three records drawn at random from those above, as already listed:
#	structure	hIAP activ	tim10-1 inh	TIM10 inh	Apaf-1 inh	ATG4B inh	NLRP3 yeast inh	mIAP activ	mIAP inh	hIAP block
31	CC(C)(C)c1nc(SCC(=O)NC2CCCC2)c2ccccc2n1	0.85	0	-5	12	6	9	1.1	-9	15
32	COc1ccc(C(=O)Nc2ccc(C)cc2C(=O)c2ccccc2)c(OC)c1	0.98	11	5	23	-4	20	0.92	8	2
40	Cc1cnc(NC(=O)Cc2c[nH]c3ccccc23)s1	0.93	9	14	-14	2	5	0.96	4	7

Complete entries from above:
COc1ccc(CNC(=O)C2CCCN(S(=O)(=O)c3c(C)n[nH]c3C)C2)cc1 (centres undefined) reads hIAP activ: 0.95; tim10-1 inh: 8; TIM10 inh: 9; Apaf-1 inh: -2; ATG4B inh: 4; NLRP3 yeast inh: 6; mIAP activ: 0.87; mIAP inh: 13; hIAP block: 5
Cc1ccccc1NC(=O)C1Cc2ccccc2CN1C(=O)OCc1ccccc1 (centres undefined) reads hIAP activ: 1.1; tim10-1 inh: 39; TIM10 inh: -1; Apaf-1 inh: 19; ATG4B inh: 16; NLRP3 yeast inh: 4; mIAP activ: 1.1; mIAP inh: -9; hIAP block: -13
CCCn1c(C2CCCN2c2nc(-c3ccc(C)cc3)cs2)nc2cc(Cl)c(N3CCCCC3)cc21 (centres undefined) reads hIAP activ: 1.1; tim10-1 inh: 5; TIM10 inh: 4; Apaf-1 inh: 17; ATG4B inh: -9; NLRP3 yeast inh: 10; mIAP activ: 1.1; mIAP inh: -6; hIAP block: -14
